S1P3 antag – S1P3 receptor antagonists, primary screen, cell-based; Sphingosine 1-phosphate receptor 3 (Homo sapiens), Q99500; CHO S1P3 NFAT-BLA reporter, FRET fluorescence, antagonist mode; inhibition, % at 4.98 µM; actives 0.27% (n = 170,000);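 active = inhibition above the plate cutoff, the mean inhibition of test wells on that plate plus 3 SD, cut at about 28% in these data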;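 also: cells challenged with S1P at its EC80 of 0.8 µM; blue over green emission ratio from cleaved BLA substrate after 4 h stimulation; 0% = S1P-stimulated wells and 100% = unstimulated DMSO-only wells; some compounds past the cut are filed as inactive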
TNAP inh noacc – human TNAP enzyme inhibitors, primary screen, biochemical, luminescent, no phosphate acceptor, uHTS | Alkaline phosphatase, tissue-nonspecific isozyme (Homo sapiens), P05186 | purified TNAP, CDP-star luminescence, 30 min | inhibition, % at 20 µM | actives 0.26% (n = 200,000) | AID 1012, 2008;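 active = tissue-nonspecific alkaline phosphatase inhibition above about 50% at 20 µM in the single-dose screen, limit read from the data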;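 also: 0% = DMSO negative control and 100% = EDTA positive control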
Target sequence (P05186 whole entry, looked up): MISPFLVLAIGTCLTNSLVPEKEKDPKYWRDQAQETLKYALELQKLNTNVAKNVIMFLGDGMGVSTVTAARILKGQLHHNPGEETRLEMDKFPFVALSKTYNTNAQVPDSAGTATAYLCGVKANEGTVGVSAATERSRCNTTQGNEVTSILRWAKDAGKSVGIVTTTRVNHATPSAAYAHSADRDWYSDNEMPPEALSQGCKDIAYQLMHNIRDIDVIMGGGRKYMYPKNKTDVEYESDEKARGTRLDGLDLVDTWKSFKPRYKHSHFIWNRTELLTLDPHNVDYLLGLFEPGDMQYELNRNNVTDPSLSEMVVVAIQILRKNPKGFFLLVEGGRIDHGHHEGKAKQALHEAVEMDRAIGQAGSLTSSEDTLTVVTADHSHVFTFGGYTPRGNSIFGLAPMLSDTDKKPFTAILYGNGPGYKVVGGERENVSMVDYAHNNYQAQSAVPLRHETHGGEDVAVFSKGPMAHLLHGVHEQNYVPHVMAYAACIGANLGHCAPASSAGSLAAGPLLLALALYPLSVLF
PMI act satM6P – human PMI activators, high substrate, primary screen, biochemical, fluorescence intensity, near-saturating mannose 6-phosphate; coupled PMI enzyme assay, resazurin fluorescence, 20 min; stronger effect = higher value; 1 = untreated enzyme, 0 = substrate-free blank; activation factor at 20 µM; actives 0.34% (n = 190,000); AID 1216, 2008;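 active = activation factor of 2 or more at 20 µM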
Target sequence (P34949 whole entry, looked up): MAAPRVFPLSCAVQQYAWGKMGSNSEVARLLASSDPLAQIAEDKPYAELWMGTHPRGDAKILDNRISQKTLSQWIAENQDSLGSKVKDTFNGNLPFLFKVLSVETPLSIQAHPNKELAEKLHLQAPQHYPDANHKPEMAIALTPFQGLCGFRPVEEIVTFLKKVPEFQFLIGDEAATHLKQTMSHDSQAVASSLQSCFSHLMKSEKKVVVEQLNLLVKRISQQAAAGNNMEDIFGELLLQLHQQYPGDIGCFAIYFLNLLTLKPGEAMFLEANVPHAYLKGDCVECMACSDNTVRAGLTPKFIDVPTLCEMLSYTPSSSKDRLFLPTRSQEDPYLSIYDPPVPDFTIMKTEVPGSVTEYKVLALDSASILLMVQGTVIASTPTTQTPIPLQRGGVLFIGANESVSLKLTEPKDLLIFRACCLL
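Test system – human PMI in coupled enzyme assay · Timing – 20 min incubation at room temperature · Detection – Diaphorase-driven resazurin-to-resorufin fluorescence, excitation 544, emission 590 nm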
PMI activator – activators of human PMI, primary screen, biochemical, fluorescence intensity, near-Km mannose 6-phosphate; actives 0.005% (n = 190,000); activation factor at 20 µM; AID 1214, 2008; Mannose-6-phosphate isomerase (Homo sapiens), P34949; purified human PMI, coupled resazurin fluorescence, 20 min; stronger effect = higher value; 1 = vehicle control, 0 substrate-free wells;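 active = activation factor of 2 or more at 20 µM, relative to plate controls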
HMGR II inh – inhibitors of E. faecalis class II HMGR, primary screen, biochemical, Enterococcus faecalis | HMG-CoA reductase (Enterococcus faecalis, mvaE) | purified E. faecalis HMGR, NADPH absorbance 340 nm kinetic | inhibition, % at 10 µM | AID 1066, 2008 | actives 0.41% (n = 190,000);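 active = inhibition above a set limit, the median over all tested compounds plus 3 SD, cut at about 9.5% in these data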;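 also: enzyme runs in reverse so mevalonate oxidation gives rising NADPH absorbance; 0% = complete reaction with DMSO and 100% = background rate lacking mevalonate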
TNAP inh hi DEA – human TNAP enzyme inhibitors, primary screen, biochemical, luminescent, high phosphate acceptor level, uHTS. actives 0.03% (n = 200,000). Alkaline phosphatase, tissue-nonspecific isozyme (Homo sapiens), P05186. AID 1135, 2008. purified TNAP, CDP-star luminescence, 1 M DEA. inhibition, % at 20 µM;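 active = over 50% inhibition of tissue-nonspecific alkaline phosphatase at 20 µM in the single-dose screen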;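 also: plate controls were DMSO wells for no effect and EDTA-quenched wells as full inhibition for full effect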
RAM inhibit – inhibitors of the yeast RAM network, primary screen, dse1pr::URA3 reporter, 5-FOA selection; S. cerevisiae dse1pr::URA3 reporter, 5-FOA growth OD615, 2 d; analog-sensitive cbk1-as2 kinase mutant strain; inhibition, % at 50 µM; actives 1.8% (n = 190,000);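 active = inhibition above a set limit, 3 SD over mean compound inhibition, cut at about 8.4% in these data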;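 also: 0% = DMSO-only wells with no growth and 100% = 10 µM 1-NA-PP1 full growth; inhibition rescues growth on 5-FOA so higher OD means more RAM inhibition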
L major viab – Leishmania major promastigote growth inhibition, primary screen. Leishmania major promastigotes, resazurin fluorescence viability. inhibition, % at 10 µM. actives 9% (n = 200,000); in the data active = inhibition above about 50%;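 also: promastigotes grown with compound for 44 hours at 28 °C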
Hsp70 activator – Hsp70 transcriptional activators, primary screen, cell-based, HeLa, Hsp70 promoter luciferase, luminescence, 10 µM | actives 0.04% (n = 200,000) | activation, % at 10 µM | HeLa Hsp70 promoter luciferase reporter; scaled: vehicle 0, proteasome-inhibitor control 100%;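 active = activation above the mean across all tested compounds plus 3 SD, cutoff set per campaign, cut at about 5.5% in these data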;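 also: 100% = MG132 at 30 µM as the positive control and 0% = DMSO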
Redox H2O2 prof – compounds producing H2O2 with reducing agent – biochemical, NIH compound library profiling, artefact control for MLSCN library redox annotation, primary screen. DTT-dependent redox cycling H2O2, phenol red/HRP absorbance; 100% = 100 µM peroxide control, 0% = buffer. activation, % at 10 µM. actives 0.03% (n = 200,000). AID 878, 2007;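 active = activation of at least 50% relative to the plate's high and low controls in the primary single-dose screen; inactive = activation below 50%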;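 also: compound incubated with DTT at 0.8 mM final as the reducing agent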
An asterisk follows results filed as active; x = no result given. Outcome played no part in choosing rows. About 12% of those tested had a hit in this group.

SMILES	S1P3 antag	TNAP inh noacc	PMI act satM6P	PMI activator	HMGR II inh	TNAP inh hi DEA	RAM inhibit	L major viab	Hsp70 activator	Redox H2O2 prof
CC(C)NC(=O)C(=O)NNC(=O)CCc1ccccc1	-12	-9	0.9	1	3	-9	-0.9	-6	0.7	0.0
Cc1nn(C(C)c2nc(-c3ccccc3)no2)c(C)c1[N+](=O)[O-] (stereo unspecified)	x	4	1	1.1	-2	-4	1.2	0	-0.5	-5.4
Cc1ccc(CN2C(=O)N/C(=C/c3ccc4c(c3)n(C)c(=O)n4C)C2=O)cc1	-8	-10	0.9	1	-3	-5	2.7	4	-0.1	-1.0
CCN(CC)S(=O)(=O)c1ccc(N(C)Cc2cccnc2)nc1	x	-6	0.9	0.9	-1	-1	0.5	-1	-0.5	0.2
CC1CCCCC1NC(=O)CO/N=C/c1ccccc1OC(F)F (stereo unspecified)	-10	16	0.9	1	-3	3	1.4	7	0.2	0.0
COCCCNC(=O)C1CCCN(S(C)(=O)=O)C1 (stereo unspecified)	-15	-5	1	1.1	2	-2	1.2	-2	-0.4	0.5
CS(=O)(=O)NCCOc1ccc(S(=O)(=O)NCCOc2ccccc2)cc1	-7	-9	1.1	1	3	-3	2.5	-2	-0.4	-1.9
C=CCNc1nc(-c2ccc(O)c(C(N)=O)c2)cs1	x	-10	0.9	0.9	-8	-3	2.9	33	-0.2	-0.2
CCOC(=O)c1ccc2c(c1)N(Cc1ccccc1C)C(=O)c1ccccc1S2=O (stereo unspecified)	-24	x	x	x	-9	x	6.4	99*	-0.3	-3.2
O=C(Cn1nnc2ccccc2c1=O)NCc1ccco1	-12	0	1.1	1.2	-6	-10	2.7	-3	-0.1	-1.6
Clc1ccsc1-c1ccc2ccccc2n1	x	-4	1	1	-1	0	-1.1	0	0.1	0.2
N=C1C(=O)OCC1c1ccccc1NC(=O)c1ccc(F)cc1 (stereo unspecified)	7	-16	1.1	1	-7	-3	-0.2	32	-0.1	-0.6
Cc1ccc(Nc2nc(N)nc(CSC(=S)N3CCOCC3)n2)cc1	x	-11	1	1	-2	-6	0.9	21	0.1	0.1
Cc1onc(-c2ccccc2)c1C(=O)NC(C)C	-21	-10	1	1	-6	-8	-0.1	-4	-0.2	-0.5
CC(C)(C)n1nnnc1C(c1ccc(F)cc1)N(Cc1ccc(F)cc1)Cc1ccco1 (stereo unspecified)	x	-1	0.9	0.9	-10	0	7.1	18	0.3	0.9
CN(C)S(=O)(=O)N1CCC(CCCC2CCN(S(=O)(=O)N(C)C)CC2)CC1	x	-5	1.1	1	-8	1	2.0	-3	-0.2	0.6
COc1ccc2c(C)c(Cl)c(=O)oc2c1	6	-12	1	1	-1	-4	0.9	-5	-0.3	0.0
Cc1cccc(Nc2ccccc2C(=O)OCC(=O)NCc2ccco2)c1C	x	6	1	1	-7	-5	2.1	-6	-0.4	2.5
O=[N+]([O-])c1nn(-c2ccc3c(c2)OCCO3)n(O)c1=Nc1ccc(Cl)cc1	x	1	0.8	0.9	-5	4	2.7	77*	-0.4	-3.3
N#C/C(=C(/O)COC(=O)CCCNC(=O)c1ccc(Cl)cc1)c1nc2ccccc2[nH]1	-19	-1	0.6	0.9	2	-3	8.4	-7	0.1	0.1
Cc1ccc(Cl)cc1N1CCN(S(=O)(=O)c2ccc3c(c2)OCCO3)CC1	-27	-8	0.9	0.8	5	-4	2.1	4	-0.2	2.9
COc1ccc(NC(=O)Nc2ccccc2)cc1S(=O)(=O)N1CCCCC1	4	-30	0.9	1	-10	0	-0.1	17	-0.5	-1.2
Cc1ccc(S(=O)(=O)NCC(=O)OCc2ccccc2)cc1	-26	-8	1	1	-1	-4	0.7	2	-0.3	-0.1
CCOC(=O)N1CCC(NC(=O)C2CCN(S(=O)(=O)N3CCCC3)CC2)CC1	-17	-13	1	1	-3	-5	0.9	-4	-0.1	0.2
O=C(Nc1ccc(O)cc1)C1CCCO1 (stereo unspecified)	x	-6	0.9	0.9	2	-1	0.9	-2	-0.1	0.3

Among those listed so far, these have a nitro group on carbon:
SMILES	S1P3 antag	TNAP inh noacc	PMI act satM6P	PMI activator	HMGR II inh	TNAP inh hi DEA	RAM inhibit	L major viab	Hsp70 activator	Redox H2O2 prof
Cc1nn(C(C)c2nc(-c3ccccc3)no2)c(C)c1[N+](=O)[O-] (stereo unspecified)	x	4	1	1.1	-2	-4	1.2	0	-0.5	-5.4
O=[N+]([O-])c1nn(-c2ccc3c(c2)OCCO3)n(O)c1=Nc1ccc(Cl)cc1	x	1	0.8	0.9	-5	4	2.7	77*	-0.4	-3.3

Sorted by length of the SMILES (high to low): some entries from above
SMILES	S1P3 antag	TNAP inh noacc	PMI act satM6P	PMI activator	HMGR II inh	TNAP inh hi DEA	RAM inhibit	L major viab	Hsp70 activator	Redox H2O2 prof
N#C/C(=C(/O)COC(=O)CCCNC(=O)c1ccc(Cl)cc1)c1nc2ccccc2[nH]1	-19	-1	0.6	0.9	2	-3	8.4	-7	0.1	0.1
COc1ccc(NC(=O)Nc2ccccc2)cc1S(=O)(=O)N1CCCCC1	4	-30	0.9	1	-10	0	-0.1	17	-0.5	-1.2
Cc1ccc(Nc2nc(N)nc(CSC(=S)N3CCOCC3)n2)cc1	x	-11	1	1	-2	-6	0.9	21	0.1	0.1

(continued)
SMILES	S1P3 antag	TNAP inh noacc	PMI act satM6P	PMI activator	HMGR II inh	TNAP inh hi DEA	RAM inhibit	L major viab	Hsp70 activator	Redox H2O2 prof
Cc1cc(C)n2nc(C(=O)OCC(=O)c3cc(C)n(CC4CCCO4)c3C)nc2n1 (stereo unspecified)	-3	-5	0.9	0.9	-10	0	0.1	-4	-0.2	0.0
CNc1nc(NC)nc(-n2c(C(F)(F)F)nc3ccccc32)n1	11	-6	0.9	0.9	-3	0	0.0	11	-0.2	-3.6
O=C(Cc1noc2ccccc12)NNC(=S)Nc1ccc(Cl)cc1	-23	-101	1	1	-4	-1	1.8	-1	0.2	-0.1
CC(C)N1C(=S)N(Cc2ccco2)C(=O)C1CC(=O)Nc1ccccc1 (stereo unspecified)	-8	-2	0.9	0.9	-3	3	3.4	2	-0.2	-0.1
Cc1cc(C)cc(CC2CC(=O)N(c3nc(C)cc(C)n3)C2=O)c1 (stereo unspecified)	-17	x	x	x	-2	x	-0.1	-9	-0.3	1.6
O=C(NCc1ccc(F)cc1)C(=O)Nc1nc(C23CC4CC(CC(C4)C2)C3)cs1	-19	-8	1	1	-2	-1	1.3	25	-0.4	-0.1
Cc1ccc(C(=O)N2CCc3ccccc32)cc1NC(=O)c1ccco1	-18	-10	1.1	1.2	0	-3	-0.1	28	0.0	-1.5
COc1ccc(/C=C2\CN(Cc3ccccc3)C/C(=C\c3ccc(OC)cc3OC)C2=O)c(OC)c1	x	4	1	1	0	6	2.4	71*	0.9	-3.4
CC(C)CCc1c(O)nc(SCC(C)C)[nH]c1=O	9	-3	1	1	1	-12	5.1	-3	-0.1	-0.4
COc1cccc(-n2c(CN3CCN(Cc4ccccc4)CC3)nc3ccc([N+](=O)[O-])cc3c2=O)c1	13	-16	0.9	0.8	5	-2	1.8	76*	-0.3	0.1
O=C(O)c1cccc(-n2cccc2/C=C2\SC(=O)N(Cc3ccccc3F)C2=O)c1	-6	-1	1	1	0	1	2.6	-11	-0.1	-0.4
O=C(/C=C\c1cccs1)N1CCN(Cc2ccc3c(c2)OCO3)CC1	9	-7	0.9	0.9	-1	-2	0.8	9	-0.4	0.3
N#CCCN1CCN(S(=O)(=O)c2ccc(S(=O)(=O)NC3CCCC3)cc2)CC1	1	-8	1	0.9	-2	0	0.8	-4	-0.2	-0.3
Cc1ccc2cc(CCNC(=O)CC(C)(C)C)c(=O)[nH]c2c1C	15	3	0.9	0.9	1	-2	1.9	-4	-0.3	-1.6
CCOC(=O)N1CCN(C(=O)c2ccc(OC)cc2)CC1	-6	-12	1	1	3	-5	1.1	-5	-0.1	-1.3
C(#Cc1ccccc1)CN1CCCCC1	-7	-8	1.1	1	-1	-5	0.5	-4	-0.2	0.5
CCCCN1C(=O)C(NC(C)=O)c2ccccc21 (stereo unspecified)	-32	-9	0.9	0.9	-3	4	0.3	10	-0.1	3.1
CC(O/N=C\c1ccccc1O)C(=O)Nc1ccccc1C(=O)N1CCOCC1 (stereo unspecified)	-4	-8	1	1	5	-1	1.1	-4	-0.4	-0.1
C/C(=N/NC(=O)Cc1cccs1)c1ccco1	0	-7	0.9	0.9	-5	-4	0.8	-1	-0.4	-0.6
CCOC(=O)c1c(C)sc2c1N(C(C)=O)c1cc(Cl)ccc1S2	x	-8	1.1	1	-1	-5	5.6	23	-0.5	0.0
CCC(C)c1ccc(NC(=O)COC(=O)c2nc3nccc(C)n3n2)cc1 (stereo unspecified)	-2	-4	1	1.1	-5	2	2.2	-3	0.6	-0.6
OC(CCCCN1CCCCC1)c1ccccc1 (stereo unspecified)	26	-12	1.1	1.1	-6	-5	1.4	54*	-0.1	2.8
CC(=O)N/C(=C\c1cccc([N+](=O)[O-])c1)C(=O)NC1CCCCC1	-4	-4	1	1	0	-3	0.7	51*	-0.3	0.3
Cc1ccc(-c2nn3c(C)nnc3c3ccccc23)cc1S(=O)(=O)N(C)CCO	x	-13	1	1	-3	-1	0.2	1	0.1	0.7
O=C(CNc1ccc(Cl)cc1)c1ccc(Br)cc1	-10	2	1.1	1.1	-4	-2	4.2	39	0.0	0.4
Cc1cc(C)cc(N2C(=O)CC(Sc3ncn[nH]3)C2=O)c1 (stereo unspecified)	-13	-33	0.8	0.4	1	-5	-0.7	-4	-0.1	-0.9
CN(CCC#N)C(=O)CSc1nc2scc(-c3ccccc3)c2c(=O)[nH]1	-2	-4	1.1	1.1	-4	-3	7.4	-9	0.0	-0.2
